PKA-R2B act: PKA-R2B complex activation. P22694+P31323. PKA-R2B holoenzyme dissociation, Cy5-IP20 fluorescence polarization; R2B truncated from residue 108, S112A mutant; 0% DMSO only, 100% 113 µM cGMP. activation, % at 11.4 µM. hit rate 0.079% among 340,000. AID 504700;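 active = activation above a cutoff set at the mean over all compounds plus 3 SD, cut at about 18% in these data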;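 also: higher means more holoenzyme dissociation and a rise in polarization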
Target sequence (P31323 whole entry, looked up, other chains not shown, the tested form may be a part): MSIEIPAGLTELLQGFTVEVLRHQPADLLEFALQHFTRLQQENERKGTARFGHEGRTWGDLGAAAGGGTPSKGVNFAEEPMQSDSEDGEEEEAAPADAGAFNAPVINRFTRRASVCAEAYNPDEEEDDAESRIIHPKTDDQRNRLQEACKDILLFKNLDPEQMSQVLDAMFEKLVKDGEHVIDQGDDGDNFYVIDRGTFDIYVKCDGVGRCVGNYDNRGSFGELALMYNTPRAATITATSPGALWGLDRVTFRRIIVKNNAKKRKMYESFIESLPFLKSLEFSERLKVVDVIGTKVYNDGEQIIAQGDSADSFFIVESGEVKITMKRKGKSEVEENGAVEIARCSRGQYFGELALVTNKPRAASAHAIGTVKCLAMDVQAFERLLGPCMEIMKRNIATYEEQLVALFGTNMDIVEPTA
Mot1-301 SUMO: blocks SUMOylation pathway, rescuing yeast Mot1-301 growth. S. cerevisiae Mot1-301 growth rescue, ATP luminescence, 38.5C; percent above DMSO median, 100 means doubled. growth rescue, % at 18.8 µM. hit rate 1% among 320,000;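 active = every valid replicate shows activation above 250% relative to neutral control wells; inactive = the rest, any valid replicate at or below 250%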;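 also: OY570 slx delta 5 strain wells were the positive control but not used for scaling; some compounds called inactive have numbers as strong as hits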
OPRM1-OPRD1 ag: OPRM1-OPRD1 heterodimerization agonism | P35372+P41143 | cells, luminescence | activation, % at 9.3 µM | hit rate 0.3% among 340,000 | AID 504326; in the data active = activation above about 18%;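 also: 0% = vehicle-treated cells and 100% = reference agonist; values of inactives mirror those of a sister screen read the other way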
PfHsp90 set2: reduces growth (ATP signal) of yeast expressing P. falciparum Hsp90 | AID 504621 | S. cerevisiae expressing PfHsp90, BacTiter-Glo ATP, 48 h; yeast lacking PDR1 and PDR3 efflux regulators | hit rate 0.32% among 310,000 | inhibition, % at 9.4 µM;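 active = every replicate shows inhibition above about 80%, whatever the replicate mean, limit read from the data; inconclusive = mean inhibition reaches the set limit but some replicate falls short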;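 also: 0% = DMSO neutral controls and 100% = 20 µM radicicol positive controls; yeast relying on Plasmodium falciparum Hsp90 in place of its own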
HTR5A inv ctr: HTR5A inverse agonism, opioid heterodimer counter-screen | P47898 | HTR5A cell line, luminescence | inhibition, % at 9.3 µM | hit rate 0.083% among 340,000; in the data active = inhibition mostly above about 23%, no sharp cut-off; inactive = mostly below about 18%;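 also: 0% = cells with DMSO and 100% = no-cell wells with DMSO; some compounds called inactive have numbers as strong as hits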
Target sequence (P47898 whole entry, looked up): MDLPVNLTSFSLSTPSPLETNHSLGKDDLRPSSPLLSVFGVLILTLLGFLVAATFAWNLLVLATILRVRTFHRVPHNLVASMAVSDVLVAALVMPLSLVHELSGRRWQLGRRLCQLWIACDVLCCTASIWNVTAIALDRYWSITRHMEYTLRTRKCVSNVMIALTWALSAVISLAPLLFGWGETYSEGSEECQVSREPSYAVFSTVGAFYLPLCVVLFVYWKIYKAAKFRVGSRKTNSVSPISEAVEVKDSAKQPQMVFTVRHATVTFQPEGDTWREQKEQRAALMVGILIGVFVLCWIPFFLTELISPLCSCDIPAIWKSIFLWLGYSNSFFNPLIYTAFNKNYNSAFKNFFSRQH
AddAB inh: less growth of phage-infected E. coli with AddAB; inhibition, % at 11.9 µM; AID 435030; E. coli expressing H. pylori AddAB, absorbance growth; hit rate 0.29% among 330,000; in the data active = inhibition above about 12%;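 also: 0% = vehicle wells of infected cells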
E coli growth: counter-screen for AddAB inhibitors: E. coli growth inhibition. AID 449728. hit rate 0.27% among 330,000. E. coli V3065 growth, OD600 absorbance, 18 h. inhibition, % at 11.9 µM;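 active = inhibition above the campaign's mean inhibition across all tested compounds plus 3 SD, cut at about 9.9% in these data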;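 also: uninfected addAB+ strain grown without phage in ampicillin broth; 0% = DMSO wells and 100% = ciprofloxacin 0.95 µg/ml wells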
PKA-R1A act: PKA-R1A complex activation; P00514+P68181; PKA-R1A dissociation, Cy5-IP20 fluorescence polarization; scaled: DMSO 0%, 113 µM cGMP 100%; activation, % at 11.4 µM; hit rate 0.083% among 340,000;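 active = percent activation above the mean of all tested compounds plus 3 SD, cut at about 19% in these data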;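 also: higher means more PKAc released from R1A so a rise in polarization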
MOR-DOR inv ag: mu-delta opioid heterodimer inverse agonism; P35372+P41143; cell-based MOR-DOR heterodimer luminescence; inhibition, % at 9.3 µM; hit rate 0.21% among 340,000; AID 504357; in the data active = inhibition above about 22%, passing the limit was not always enough;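 also: 0% = cells with DMSO and 100% = wells without cells with DMSO; values of inactives mirror those of a sister screen read the other way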
phage Ecoli inh: E. coli growth loss with phage present; AID 651602; growth absorbance; hit rate 0.26% among 360,000; inhibition, % at 11.9 µM; in the data active = inhibition above about 11%
Tat export inh: blocks Tat-dependent protein export in E. coli; E. coli MC4100 TorA-mCherry Tat export, fluorescence; inhibition, % at 10 µM; hit rate 0.036% among 340,000;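 active = mean replicate inhibition at least 50% and at least half of replicates individually reaching 50%; inconclusive = only one of the two criteria met; inactive = neither criterion met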;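 also: exported cargo escapes ClpAP degradation while cytoplasmic cargo is degraded and loses fluorescence; 0% = median of neutral control wells and 100% = median of NaSCN control wells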
Starred values were filed as active, the others as inactive; u = inconclusive; x = not tested or not shown.

Every second line gives: PKA-R2B act	Mot1-301 SUMO	OPRM1-OPRD1 ag	PfHsp90 set2	HTR5A inv ctr	AddAB inh	E coli growth	PKA-R1A act	MOR-DOR inv ag	phage Ecoli inh	Tat export inh
COc1ccccc1CNC(=O)C(=O)Nc1nccs1
 : -6	-15	-2.0	16	7	-0.3	-0.7	-9	12	2.7	1
O=C(Nc1ccc2c(c1)OCCO2)C1CCC1
 : -10	-12	-1.4	x	3	0.9	-0.7	-1	8	1.0	-2
CCc1cccc2c(C#N)cn(CCOc3ccccc3OC)c12
 : 4	-7	1.2	x	5	-2.8	-1.8	7	-7	-0.9	-4
CC(C)COC(=O)OCN1C(=O)CN(CCN2CC(=O)N(COC(=O)OCC(C)C)C(=O)C2)CC1=O
 : 0	-11	-1.7	0	-8	1.3	-1.6	-15	9	2.5	0
CCN1CCN(c2cc(-c3ccccc3)nc3cc(-c4cccc(F)c4)nn23)CC1
 : -8	128	9.8	13	-8	-1.5	-3.9	-2	-45	2.9	7
COc1ccc(-c2nc3c(c(=O)[nH]c(=O)n3Cc3ccccc3)n2Cc2ccccc2)cc1
 : -3	-24	4.9	-30	4	1.0	-3.0	1	-24	4.2	2
CCC(C)NC(=S)N1CCN(Cc2ccc3c(c2)OCO3)CC1 (stereo unspecified)
 : -8	0	-2.4	26	-22	1.0	-1.1	-1	12	2.1	2
CCN(CC)CC(=O)Nc1nc(-c2ccc(Cl)cc2)cs1
 : 3	23	-1.3	x	13	-0.2	-3.6	0	6	-3.0	1
CC(C)Cn1c(N)c(C(=O)COC(=O)/C=C/c2ccccc2)c(=O)n(C)c1=O
 : -4	-12	0.8	-7	-11	3.6	1.1	-16	-4	-0.4	8
COc1ccccc1C(=O)C1CCCN(C(=O)c2cc(C(C)C)no2)C1 (stereo unspecified)
 : -2	x	-3.1	2	-6	0.4	0.6	-2	16	-2.1	0

Carrying on:
Every second line gives: PKA-R2B act	Mot1-301 SUMO	OPRM1-OPRD1 ag	PfHsp90 set2	HTR5A inv ctr	AddAB inh	E coli growth	PKA-R1A act	MOR-DOR inv ag	phage Ecoli inh	Tat export inh
CC1(C)CCc2cc(S(=O)(=O)N3CCN(S(=O)(=O)c4c(F)cccc4F)CC3)ccc2O1
 : -6	-13	-1.8	3	-10	2.4	-1.1	0	10	1.4	3
CCCC(O)(c1ccc(Br)cc1)C(CN1CCOCC1)c1ccc(Cl)cc1 (stereo unspecified)
 : -3	555*	8.1	-16	-20	-1.3	0.5	11	-38	0.6	4
CCN(CC)CCNC(=O)c1ccc(NC(=O)c2cn(-c3ccccc3)nc2-c2cccs2)cc1
 : -4	0	1.6	23	-3	-1.9	-0.5	-8	-11	2.9	-15
C=CCn1c(=N)n(CC(O)COc2ccc(OC)cc2)c2ccccc21 (stereo unspecified)
 : 7	-12	-0.8	-22	8	-0.7	-0.4	8	5	5.6	-4
CN(C)N(Cc1ccccc1)C(=O)C(O)(c1ccccc1)c1ccccc1
 : 2	-2	-1.8	-2	-12	x	x	5	9	-1.3	11
CC/C(O)=C1\C(=O)CCCC1=NCCc1c(C)[nH]c2ccc(C)cc12
 : 2	5	-2.2	-3	2	-0.7	-0.3	-4	12	4.2	3
CCc1cccc(C)c1NS(=O)(=O)Cc1ccccc1
 : 4	-11	1.9	1	13	0.3	-0.9	3	-9	2.7	-2
CCC1CCCCN1C(=O)CSC1=NN2CCCC(=O)N=C2S1 (stereo unspecified)
 : -2	-9	0.2	-27	-36	-0.3	-2.0	1	-1	-0.5	-1
CCCS(=O)(=O)c1c(S(=O)(=O)CCC)c2ccc(C(N)=O)cn2c1C(=O)OC
 : 5	7	-2.9	-4	-15	2.1	0.1	0	15	3.4	-1
CCOC(=O)C1=CC[C@@H](c2ccccc2Cl)N(S(=O)(=O)c2ccc(C)cc2)[C@H]1C(=O)OCC
 : -2	9	-1.7	21	-12	0.3	1.7	-4	10	1.0	10

Further structures
Every second line gives: PKA-R2B act	Mot1-301 SUMO	OPRM1-OPRD1 ag	PfHsp90 set2	HTR5A inv ctr	AddAB inh	E coli growth	PKA-R1A act	MOR-DOR inv ag	phage Ecoli inh	Tat export inh
CC(=O)NC(CC(=O)NC1CCCCCC1)c1ccccc1 (stereo unspecified)
 : 2	-2	0.1	15	-16	0.1	0.1	2	0	3.5	-7
COc1cccc(NC(=O)C2C3C=CC4(O3)C2C(=O)N(CCCN2CCC(C)CC2)C4C(=O)NC2CCCCC2)c1 (stereo unspecified)
 : 4	98	-0.4	10	-2	3.1	-0.4	-1	2	0.9	-11
CCCCCCc1c(O)nc(SCCN2CCOCC2)[nH]c1=O
 : 2	370	-2.4	13	-24	3.6	3.5	14	12	3.1	-14
Cc1ccc(C(=O)NC(=S)NNC(=O)c2ccc([N+](=O)[O-])cc2)cc1
 : 2	81	0.5	-12	-47	-4.4	-8.4	-7	-2	-4.6	-4
COCc1nc2ccccc2n1Cc1ccccc1C
 : -11	x	-1.3	2	-12	-1.0	1.6	-9	6	0.6	-3
COc1ccccc1-n1c(-c2ccccc2)n[nH]c1=S
 : 0	x	-2.3	-35	22	0.4	0.2	3	11	0.8	-1
Cc1ccc2cc(CN(CC3CCCO3)S(=O)(=O)c3ccc4c(c3)OCCO4)c(=O)[nH]c2c1C (stereo unspecified)
 : -2	-8	-2.3	4	28	5.7	0.1	-12	13	3.3	-5
COc1ccc([C@@H]2[C@@H]3C(=O)N(C(C)(C)C)C(=O)[C@@H]3[C@]3(Cc4ccc(Cl)cc4)C(=O)N(c4ccc(C)cc4)C(=O)N23)cc1
 : -3	5	-0.3	-1	-3	4.1	-1.0	-6	2	2.0	-15
CCOc1ccc(OCC)c(NC(=O)CN(c2ccc(OC)cc2)S(=O)(=O)c2c(C)noc2C)c1
 : -8	-8	0.2	7	-3	1.9	2.8	4	-1	-0.3	6
CCC(C)Sc1nnc(Cc2cc(=O)[nH]c(=O)[nH]2)n1-c1ccc(F)cc1 (stereo unspecified)
 : 2	-9	-3.7	-16	-11	2.6	-0.9	-12	19	3.3	3

Carrying on.
Every second line gives: PKA-R2B act	Mot1-301 SUMO	OPRM1-OPRD1 ag	PfHsp90 set2	HTR5A inv ctr	AddAB inh	E coli growth	PKA-R1A act	MOR-DOR inv ag	phage Ecoli inh	Tat export inh
CC(C)Cn1c(N)c(C(=O)COC(=O)c2cc(-c3ccco3)nc3ccccc23)c(=O)n(C)c1=O
 : -1	-11	0.8	-7	-13	1.3	-2.4	1	-5	2.5	-7
O=C(Nc1ccccc1OC(=O)c1ccccc1)c1ccccc1
 : -11	x	-2.2	-19	-1	x	x	-10	11	2.2	3
COc1ccc(NC(=O)CN2CCN(c3ccc(C)cc3C)CC2)cc1
 : 6	-1	0.3	-7	-29	1.0	-1.1	-1	-1	7.0	-3
CCOCCCn1c(SCC(=O)NC(C)(C)C)nc2ccccc2c1=O
 : -12	10	-0.3	x	-1	3.0	-4.1	-2	2	2.0	-4
O=C(Nc1nnc(C2CCCCC2)s1)C1CC(=O)N(c2ccc(F)cc2)C1 (stereo unspecified)
 : 1	-1	5.0	-23	-4	3.3	-1.4	-4	-32	0.6	7
Cc1cc(C)n2nc(SCC(=O)N3CCN(c4ccccc4)CC3)nc2n1
 : 7	-17	-2.6	7	-6	-0.2	-2.1	-2	13	0.8	u
CCOC(=O)CSc1nc2c(sc(=S)n2Cc2ccco2)c(=O)n1-c1ccc(F)cc1
 : -10	-1	-1.7	x	10	-0.5	1.8	-12	9	1.7	16
O=C(Nc1ccc(C(=O)N2CCOCC2)cc1)Nc1ccc(Cl)cc1Cl
 : 5	3	1.7	-25	-4	3.9	0.1	3	-8	3.3	1
COc1cccc(C(C(=O)NCc2ccccc2)N(C(=O)c2csnn2)C2CC2)c1 (stereo unspecified)
 : -2	-27	-2.8	0	-12	4.4	1.8	8	17	-0.7	8
Cc1ccccc1N(CC(=O)N/N=C/c1ccccc1Cl)C(=O)c1ccccc1
 : 5	x	-2.3	-32	5	4.0	-1.3	-4	15	1.2	-3

Other results:
Every second line gives: PKA-R2B act	Mot1-301 SUMO	OPRM1-OPRD1 ag	PfHsp90 set2	HTR5A inv ctr	AddAB inh	E coli growth	PKA-R1A act	MOR-DOR inv ag	phage Ecoli inh	Tat export inh
CCN(CC)CC#CC(C)(C)OC(C)=O
 : 6	5	-1.1	x	17	0.9	-1.2	2	7	1.2	-6
O=C1CCC([N+](=O)[O-])C(c2cc3c(cc2Cl)OCO3)N1 (stereo unspecified)
 : -3	12	-2.0	-3	3	1.7	1.5	0	13	5.0	-2
O=C1C(Cl)=C(N2CCCCCC2)C(=O)N1c1ccc(Br)cc1
 : 1	9	1.3	-4	4	3.4	-1.9	2	-7	-1.5	6
CCC(Sc1nc2n[nH]c(C)c2c(=N)n1-c1ccc(C)c(Cl)c1)C(=O)N1CCOCC1 (stereo unspecified)
 : -13	1	0.1	3	-11	3.3	1.4	2	0	x	-3
CCOC(=O)c1ccc(NC2OC(=O)c3ccccc32)cc1 (stereo unspecified)
 : 6	-9	-1.7	-18	-29	0.6	3.5	-11	10	1.6	-4
COc1ccc(CS(=O)(=O)/C(Cl)=C(/Cl)C(=O)Nc2ccc(OC)nc2)cc1
 : -1	-18	-5.7	-51	-13	2.7	0.2	-3	25	x	-5
COc1ccc(NC(=O)c2ccc(NC(=O)c3ccco3)cc2)c(OC)c1
 : 7	-8	0.9	4	-2	3.2	-0.4	0	-6	2.1	6
Cc1oc2cc3oc(=O)c(CCC(=O)N(C)CC(=O)O)c(C)c3cc2c1C
 : -11	69	-1.1	4	9	-0.7	1.7	-6	5	0.2	2
OCC12COC(c3ccccc3)N1C(c1ccccc1)OC2 (stereo unspecified)
 : 5	125	-2.8	10	0	3.2	1.3	-2	13	1.4	-2
O=C(C1CCCO1)N1CCN(Cc2nc3ccccc3c(=O)[nH]2)CC1 (stereo unspecified)
 : 4	-1	-3.4	2	4	-1.8	-0.1	14	20	0.1	0
N#Cc1c(NC(=O)CN2CCN(C(=O)c3ccco3)CC2)sc2c1CCCCC2
 : -3	37	-0.4	2	-27	0.3	-0.1	-1	2	-1.6	-5
COc1ccc(C2=NCCc3cc(OC)c(OC)cc32)cc1OC
 : 1	0	-1.0	-30	2	0.5	0.1	-10	6	2.5	-5

Assay outcomes from PubChem BioAssay.
